Scp1 inh – Scp-1 (human) phosphatase inhibition. inhibition, % at 20 µM. 0.88% of 340,000 active. Recombinant Scp1, phosphopeptide, malachite green phosphate absorbance;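 active = inhibition above about 50% at 20 µM, limit read from the data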;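 also: plate controls were DMSO wells with enzyme for no effect and wells lacking enzyme for full effect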
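Test system: SCP-1 phosphatase catalytic domain, residues 76-261; measured by: colorimetric phosphate reagent with accelerator and stabiliser, absorbance at 630 nm; timing: enzyme reaction 45 min at room temperature, colour 5 min, stabilisation 30 min; also added: Phosphorylated 17-residue peptide substrate; compound dosing: one concentration, 20 µM, with 1.0% DMSO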
STEP block – STEP (human) phosphatase inhibition. inhibition, % at 20 µM. 0.25% of 360,000 active. recombinant STEP, OMFP fluorogenic substrate, fluorescence;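 active = inhibition at 20 µM, scaled per plate between control wells, above about 37%, limit read from the data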;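 also: 0% = DMSO with enzyme and substrate and 100% = substrate only without enzyme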
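System: isolated STEP enzyme; schedule: 20 min enzyme reaction at room temperature, protected from light; medium: Bis-Tris buffer pH 6.0, 2.5 mM DTT, 0.005% Tween 20; signal: fluorescence, 480/540 nm; dosing: single compound dose of 20 µM, 1% DMSO final; also added: OMFP substrate, 25 µM final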
LMPTP block – LMPTP (human) inhibition; P24666; recombinant LMPTP-A, OMFP fluorogenic substrate, fluorescence intensity; inhibition, % at 20 µM; 0.22% of 360,000 active; AID 651560;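 active = compounds that cut the enzyme signal by at least half of the control window in the single-dose screen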;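 also: plate controls were DMSO wells with enzyme plus substrate for no effect and substrate without enzyme for full effect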
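Test system: LMPTP-A, protein tyrosine phosphatase of low molecular weight; Input: 0.625 nM enzyme; Incubation: 50 min dark incubation at room temperature; Signal: endpoint fluorescence intensity from OMFP dephosphorylation; Read-out basis: % inhibition versus control wells.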
Tb MetRS inh – Trypanosoma brucei MetRS inhibition; purified T. brucei MetRS, ATP depletion, Kinase-Glo luminescence; inhibition, % at 11.9 µM; 0.4% of 360,000 active;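 active = inhibition above a per-plate cutoff of the control wells' mean inhibition plus 3 SD, cut at about 5.5% in these data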;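 also: 0% = DMSO wells median and 100% = median of wells with control inhibitor compound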
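Material: parasite MetRS enzyme / Replication: singlicate, one well per compound / Signal: luminescence of leftover ATP / Schedule: 2 h aminoacylation at 25 °C after 15 min preincubation / Medium: HEPES-MgCl2-KCl buffer plus DTT, spermine, BSA, pyrophosphatase / Doses: 11.9 µM single point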
CSN inh – blocks human CSN-mediated cullin deneddylation; Purified CSN, SCF-Nedd8-OG deneddylation, fluorescence polarization; inhibition, % at 12.5 µM; 0.38% of 360,000 active; AID 651999;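 active = pattern-corrected inhibition above about 35%, with an unprinted fluorescence ratio check between 0.5 and 1.5, limit read from the data, passing the limit was not always enough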;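 also: 0% = enzyme with substrate and 100% = substrate without enzyme; some results filed as inactive read as strong as hits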
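Assay system: purified human Csn5 enzyme expressed in HEK293T cells; measure: % inhibition; also added: SCFSkp2-Nedd8OG substrate at 10 nM final; technique: fluorescence polarization; times: reaction 90 min, room temperature; medium: Tris buffer pH 7.5, NaCl, DTT, Tween-20, trehalose, ovalbumin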
SUMO1 PPI mod – modulators of human SUMO1-mediated protein-protein interactions; SUMO1 binding to a labelled peptide, TR-FRET, 1 h; inhibition, % at 20 µM; 0.33% of 360,000 active; AID 602429; in the data active = inhibition above about 37%
NadD inh – NadD (S. aureus) enzyme inhibition; inhibition, % at 20 µM; purified NadD enzyme, colorimetric absorbance read-out; 0.78% of 360,000 active; in the data active = inhibition above about 26%; also: some compounds past the cut are filed as inactive
MLLE-PAM2 inh – inhibitors of microRNA-mediated deadenylation, human PABP1 MLLE binding; inhibition, % at 20 µM; GST-MLLE / FITC-PAM2 fluorescence polarization; 0.36% of 360,000 active; P11940; in the data active = inhibition above about 35%, passing the limit was not always enough;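 also: plate controls were DMSO wells with GST-MLLE for no effect and wells lacking GST-MLLE protein for full effect; some results filed as inactive read as strong as hits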
Target sequence (P11940 whole entry, looked up): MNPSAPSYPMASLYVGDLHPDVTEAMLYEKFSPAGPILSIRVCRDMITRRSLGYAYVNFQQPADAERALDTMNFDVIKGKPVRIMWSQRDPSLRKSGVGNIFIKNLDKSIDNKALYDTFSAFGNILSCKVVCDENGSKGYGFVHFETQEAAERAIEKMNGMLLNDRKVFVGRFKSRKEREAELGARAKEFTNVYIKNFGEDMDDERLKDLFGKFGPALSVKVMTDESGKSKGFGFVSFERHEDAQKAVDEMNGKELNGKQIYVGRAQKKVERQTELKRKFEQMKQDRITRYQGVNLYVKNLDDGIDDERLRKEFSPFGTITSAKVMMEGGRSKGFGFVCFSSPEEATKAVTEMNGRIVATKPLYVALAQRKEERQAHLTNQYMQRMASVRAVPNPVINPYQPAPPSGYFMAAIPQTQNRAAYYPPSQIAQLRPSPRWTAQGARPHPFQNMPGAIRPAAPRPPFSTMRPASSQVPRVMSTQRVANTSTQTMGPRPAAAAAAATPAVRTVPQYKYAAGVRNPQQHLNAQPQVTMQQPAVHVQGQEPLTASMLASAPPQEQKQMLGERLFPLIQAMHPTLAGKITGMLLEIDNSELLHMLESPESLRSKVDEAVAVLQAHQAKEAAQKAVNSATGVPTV
Rpn11 block – Rpn11 (human) deubiquitinase inhibition | human 26S proteasome, Ub4-pepOG fluorescence polarization; 20S core pre-blocked with epoxomicin | calls only at 20 µM | 0.59% of 360,000 active | AID 588493;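 active = inhibition at 20 µM, scaled to each plate's controls, above about 33%, limit read from the data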
Target sequence (O00487 whole entry, looked up): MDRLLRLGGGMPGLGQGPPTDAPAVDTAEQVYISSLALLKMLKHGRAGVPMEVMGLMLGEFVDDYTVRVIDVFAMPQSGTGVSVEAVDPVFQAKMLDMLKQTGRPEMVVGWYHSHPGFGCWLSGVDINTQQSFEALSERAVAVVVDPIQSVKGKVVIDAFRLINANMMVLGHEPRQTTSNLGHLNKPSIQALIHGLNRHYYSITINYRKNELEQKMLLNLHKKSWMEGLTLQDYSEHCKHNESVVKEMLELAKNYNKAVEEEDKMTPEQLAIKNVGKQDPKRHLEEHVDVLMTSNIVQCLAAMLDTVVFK
DNMT1 block – DNMT1 (human) enzyme inhibition | P26358 | inhibition (reported as % activation of signal), % at 10 µM | 0.83% of 360,000 active | DNMT1 molecular beacon, Hinp1I cleavage, fluorescence; in the data active = inhibition above about 50%
An asterisk follows results filed as active; i = inactive; nt = not tested or not shown; + = active, no number.

SMILES	Scp1 inh	STEP block	LMPTP block	Tb MetRS inh	CSN inh	SUMO1 PPI mod	NadD inh	MLLE-PAM2 inh	Rpn11 block	DNMT1 block
OC(c1cc(C(F)(F)F)nc2c(Cl)cc(Cl)cc12)C1CCCCN1 (stereo not given)	-6	2	-0.6	-0.8	0	-18	-5	-9	i	7
CS(=O)(=O)Nc1ccccc1C(=O)c1ccccc1	-3	1	-0.5	-0.4	1	-1	-7	-9	i	4
O=C1C(=O)C(Cl)=C(Cl)C(Cl)=C1Cl	nt	5	0.6	-0.9	24	10	-1	17	i	8
Cc1c(NC(=O)CSc2nnc(-c3ccncc3)o2)c(=O)n(-c2ccccc2)n1C	-5	-5	-1.3	-0.2	1	0	-6	3	i	2
O=C(N/N=C/c1ccc(O)cc1O)c1ccncc1	-16	8	-1.8	1.1	-1	-7	-2	-8	i	1
CC(=O)N1CCN(CC(=O)Nc2ccc(C)c(F)c2)CC1	-13	0	-2.0	0.0	-3	0	-2	3	i	-2
CC(C)COC(=O)N1CCCCC1c1cc(C(=O)NCc2cccnc2)no1 (stereo not given)	nt	-3	-2.5	-0.3	2	11	-3	10	i	-3
CCN(CC)CCCNC(=O)Cn1ncn2cccc2c1=O	0	-4	-1.3	-0.4	-3	-4	5	0	i	-3
CC(C)NC(=O)N(C)C[C@H]1OCCCC[C@H](C)Oc2ccc(NS(=O)(=O)c3ccccc3)cc2C(=O)N([C@H](C)CO)C[C@H]1C	nt	-2	-2.9	-0.9	1	-1	0	11	i	1
Cn1c(=O)oc2cc(S(=O)(=O)N3CCC(C(=O)NCc4ccccc4)CC3)ccc21	6	0	-0.5	-1.1	0	0	2	3	i	1
CCc1nnc(NC(=O)CSc2nnc(-c3ccccc3O)n2-c2ccc(C)cc2)s1	-11	3	0.0	0.2	5	2	6	2	i	0
c1ccc(N2CCN(c3c4c(nc5ncnn35)CCC4)CC2)cc1	-6	1	0.3	0.2	-3	1	-2	-1	i	2
Cc1ccc(-n2c(C)cc(=O)cc2C)cc1[N+](=O)[O-]	-1	-1	-1.0	-0.1	-7	-6	7	-2	i	-1
Cc1ccc(N(C(C)C(=O)O)S(=O)(=O)c2c(C)n[nH]c2C)cc1 (stereo not given)	3	-4	-1.7	-1.1	-4	-1	4	4	i	1
C/C(=N\NC(=O)c1ccc(N)cc1)C1CC1	-6	6	-0.7	-0.2	-1	4	3	7	i	-2
Cc1ccc(CNC(=O)c2ccccc2SCC(=O)NCC2CCCCC2)cc1	-9	0	1.0	1.3	-2	-1	-1	1	i	0
COc1ccc(NC(=O)CN2CCN(CC(=O)Nc3ccccc3Cl)CC2)c(OC)c1	2	-1	0.9	-0.1	-3	-1	-6	2	i	-4
O=c1[nH]c(NC2CCCCC2)c([N+](=O)[O-])c(=O)[nH]1	-7	0	-0.7	-0.3	-4	1	1	0	i	0
COc1ccc(OC)c(NC(=O)CCC(=O)N(Cc2ccc(OC)c(OC)c2)c2nccs2)c1	-4	-1	0.1	-0.9	43*	-2	-2	-6	i	-2
Cc1cc(C)cc(NC(=O)C(OC(=O)C2=COCCO2)c2ccccc2)c1 (stereo not given)	-1	0	-2.0	-0.3	-13	-5	3	3	i	-1

Four of the entries above in order of the NadD inh value, low to high.
SMILES	Scp1 inh	STEP block	LMPTP block	Tb MetRS inh	CSN inh	SUMO1 PPI mod	NadD inh	MLLE-PAM2 inh	Rpn11 block	DNMT1 block
CS(=O)(=O)Nc1ccccc1C(=O)c1ccccc1	-3	1	-0.5	-0.4	1	-1	-7	-9	i	4
COc1ccc(NC(=O)CN2CCN(CC(=O)Nc3ccccc3Cl)CC2)c(OC)c1	2	-1	0.9	-0.1	-3	-1	-6	2	i	-4
c1ccc(N2CCN(c3c4c(nc5ncnn35)CCC4)CC2)cc1	-6	1	0.3	0.2	-3	1	-2	-1	i	2
CC(C)NC(=O)N(C)C[C@H]1OCCCC[C@H](C)Oc2ccc(NS(=O)(=O)c3ccccc3)cc2C(=O)N([C@H](C)CO)C[C@H]1C	nt	-2	-2.9	-0.9	1	-1	0	11	i	1

One compound at a time (already shown):
Cc1c(NC(=O)CSc2nnc(-c3ccncc3)o2)c(=O)n(-c2ccccc2)n1C is listed as Scp1 inh: -5; STEP block: -5; LMPTP block: -1.3; Tb MetRS inh: -0.2; CSN inh: 1; SUMO1 PPI mod: 0; NadD inh: -6; MLLE-PAM2 inh: 3; Rpn11 block: i; DNMT1 block: 2
CS(=O)(=O)Nc1ccccc1C(=O)c1ccccc1 is listed as Scp1 inh: -3; STEP block: 1; LMPTP block: -0.5; Tb MetRS inh: -0.4; CSN inh: 1; SUMO1 PPI mod: -1; NadD inh: -7; MLLE-PAM2 inh: -9; Rpn11 block: i; DNMT1 block: 4

New compounds follow
SMILES	Scp1 inh	STEP block	LMPTP block	Tb MetRS inh	CSN inh	SUMO1 PPI mod	NadD inh	MLLE-PAM2 inh	Rpn11 block	DNMT1 block
O=C(c1cc(COc2ccc(F)cc2Cl)on1)N1CCC(OCc2cccnc2)CC1	-7	-1	-0.1	0.6	-2	4	-3	5	i	2
Cn1nnnc1SCC(=O)c1c(N)n(C2CC2)c(=O)[nH]c1=O	-4	2	-2.0	-0.2	-6	-1	-8	-4	i	7
CC1C(=O)N(Cc2cn(CCC3OCCCO3)nn2)CCS(=O)(=O)N1Cc1ccc(-c2ccncc2)cc1 (stereo not given)	nt	0	-1.2	-2.2	-5	-4	1	-7	i	4
Cc1ccc(NC(=O)Cn2cnc3cc([N+](=O)[O-])ccc3c2=O)cc1	-8	-3	-2.6	-0.7	1	-29	1	-15	i	-3
CCOC(=O)CCSc1nc(N2CCOCC2)c2c(c1C#N)CC(C)(C)OC2	-12	2	-0.8	-1.2	6	3	-8	19	i	1
c1ccc(Cn2c(SCCN3CCOCC3)nnc2-c2cccnc2)cc1	-6	2	-1.5	-0.3	4	3	-1	-7	i	2
CN(CCc1ccccn1)C(=O)CN(C)S(=O)(=O)c1ccc2c(c1)c(=O)n(C)c(=O)n2C	2	-5	-0.7	-0.8	3	0	-7	-3	i	0
Cc1ccc2cc(CN(c3ccccc3C)S(=O)(=O)c3ccccc3)c(=O)[nH]c2c1	-5	-2	2.0	-0.4	1	-15	11	2	i	-2
CC(C)[C@H](NC(=O)OC(C)(C)C)c1nnc(SCc2cccc(F)c2)o1	-12	-1	0.0	-1.1	1	-3	3	-67	i	-2
COc1ccccc1/C=N/NC(=O)c1ccc(N(C)S(=O)(=O)c2ccccc2)cc1	1	0	1.6	1.9	1	-2	5	14	i	0
O=C(CN1C(=O)/C(=C/c2ccco2)SC1=S)Nc1ccc(O)c(C(=O)O)c1	63*	60*	34	0.9	56*	84*	6	-15	+	87*
O=C(C1CC(=O)N(C2CCCC2)C1)N1CCN(c2cccc(Cl)c2)CC1 (stereo not given)	-4	-2	0.1	-0.4	-2	2	2	0	i	0
CC1SCC(=NOCc2ccccc2)CS1 (stereo not given)	0	-2	2.4	-0.2	-2	3	-8	-6	i	-1
N#Cc1cccc(OC(=O)c2ccc3c(=O)n4c(nc3c2)CCC4)c1	17	1	0.5	-0.4	1	8	3	17	i	4
CCN1CCN(c2ccc(NC(=O)c3cccc(OCc4ccccc4)c3)cc2)CC1	-11	12	-4.9	-0.7	0	1	4	0	i	-4
O=C(CCCCl)Oc1ccc2cc(-c3ccc4ccccc4n3)c(=O)oc2c1	3	0	-0.4	0.2	10	-13	8	16	i	8
CC1=C(C(=O)Nc2ccccc2)C(c2ccc(O)cc2)N2C(=O)CSC2=N1 (stereo not given)	-5	-3	0.0	-0.8	1	0	8	3	i	-5
COC(=O)c1ccc2c(=O)sc(N3CCC(C(N)=O)CC3)nc2c1	-14	0	-0.9	-0.3	0	-12	4	44*	i	0
COc1ccccc1N1C(=O)c2ccccc2NC1c1ccncc1 (stereo not given)	-7	3	-0.9	-0.2	0	2	-4	0	i	0
Cc1cccc(Cc2nnc(CCC(=O)N(C)Cc3ccncc3C)o2)c1	-8	1	-0.3	1.3	-1	0	-1	-14	i	0

Reprinted from the entries so far for reference:
SMILES	Scp1 inh	STEP block	LMPTP block	Tb MetRS inh	CSN inh	SUMO1 PPI mod	NadD inh	MLLE-PAM2 inh	Rpn11 block	DNMT1 block
COC(=O)c1ccc2c(=O)sc(N3CCC(C(N)=O)CC3)nc2c1	-14	0	-0.9	-0.3	0	-12	4	44*	i	0
COc1ccccc1N1C(=O)c2ccccc2NC1c1ccncc1 (stereo not given)	-7	3	-0.9	-0.2	0	2	-4	0	i	0
Cc1cccc(Cc2nnc(CCC(=O)N(C)Cc3ccncc3C)o2)c1	-8	1	-0.3	1.3	-1	0	-1	-14	i	0

Other compounds follow.
SMILES	Scp1 inh	STEP block	LMPTP block	Tb MetRS inh	CSN inh	SUMO1 PPI mod	NadD inh	MLLE-PAM2 inh	Rpn11 block	DNMT1 block
O=C(NC1CCCCCC1)C1CCN(C(=O)c2cccc(Cl)c2)CC1	-2	-2	0.2	-0.6	-2	-1	0	-12	i	1
COc1ccccc1N1CCN(c2ccc(N3C(=O)CCC3=O)cc2[N+](=O)[O-])CC1	-4	-1	-3.6	-0.5	2	-29	-1	5	i	-1
Cc1ccc(NC(=S)Nc2ccc3cn[nH]c3c2)cc1	0	0	-0.8	0.1	-1	5	5	19	i	-15
COc1cc(OC)c(NC(=S)Nc2cccc(C)c2)cc1Cl	6	2	-0.1	1.9	-8	3	-1	22	i	1
C/C(=N\Nc1nc(C(C)(C)C)cs1)c1ccccc1	-4	0	1.5	-0.5	-5	3	2	1	i	3
